# Screens deposited in PubChem BioAssay by National Center for Advancing Translational Sciences (NCATS).
# HCV inh = blocks hepatitis C virus | Huh7.5.1 HCVcc-Cre infection, luciferase reporter, 44 h | Potency, µM (highest dose often 41.8 µM), for the others: top-dose activity change, negative = inhibition, actives largely listed as inhibitors | 340,000 compounds, 3.4% hits; further: potency means the concentration at half of the fitted maximal effect; on the % scale 0 is the no-effect control and ±100 the full control effect
#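 HCVcc-Cre virus at an moi near 0.5 was added right after compound to cells cultured 4 h from seeding (1,000 cells/well). Luciferase activity was determined 44 h later, 15 min after substrate addition at RT.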
# Pf growth 96h = P. falciparum growth inhibition at 96 hour, primary screen for plastid delayed-death inhibitors; P. falciparum luciferase reporter growth, 96 h; Potency, µM (highest dose often 28.7 µM), inactives show at the highest dose activity change, negative = inhibition, hits mostly inhibitors; 320,000 compounds, 6.9% hits; AID 504834; further: potency means the concentration at half of the fitted maximal effect; on the % scale 0 is the no-effect control and ±100 the full control effect
#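 96 h incubation, 37 C, 5% CO2, of luciferase-reporter P. falciparum-infected RBCs (2% hematocrit, 0.05% parasitemia final) with test compounds; endpoint luminescence.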
# Pf growth 48h = inhibits P. falciparum growth in the first generation, 48 h; P. falciparum luciferase growth in erythrocytes, 48 h; AID 504832; 310,000 compounds, 5.9% hits; Potency, µM (highest dose often 28.7 µM), without a hit: top-dose activity change, negative = inhibition, usual class: inhibitors; further: potency means the concentration at half of the fitted maximal effect; on the % scale 0 is the no-effect control and ±100 the full control effect
#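 A one-generation exposure of luciferase-tagged malaria parasites in RPMI 1640/Albumax erythrocyte culture, 37 C and 5% CO2. Inhibition is inferred from decreased luminescence after adding detection reagent.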
# LmPK inhibitor = inhibitors of Leishmania mexicana pyruvate kinase; Potency, µM (titrated, usually from 57.5 µM), inactives show at the highest dose activity change, negative = inhibition, actives largely listed as inhibitors; 290,000 compounds, 0.37% hits; purified LmPK, Kinase-Glo ATP luminescence, 1 h; Q27686; further: potency means the concentration at half of the fitted maximal effect; on the % scale 0 is the no-effect control and ±100 the full control effect
# Target sequence (Q27686 whole entry, looked up): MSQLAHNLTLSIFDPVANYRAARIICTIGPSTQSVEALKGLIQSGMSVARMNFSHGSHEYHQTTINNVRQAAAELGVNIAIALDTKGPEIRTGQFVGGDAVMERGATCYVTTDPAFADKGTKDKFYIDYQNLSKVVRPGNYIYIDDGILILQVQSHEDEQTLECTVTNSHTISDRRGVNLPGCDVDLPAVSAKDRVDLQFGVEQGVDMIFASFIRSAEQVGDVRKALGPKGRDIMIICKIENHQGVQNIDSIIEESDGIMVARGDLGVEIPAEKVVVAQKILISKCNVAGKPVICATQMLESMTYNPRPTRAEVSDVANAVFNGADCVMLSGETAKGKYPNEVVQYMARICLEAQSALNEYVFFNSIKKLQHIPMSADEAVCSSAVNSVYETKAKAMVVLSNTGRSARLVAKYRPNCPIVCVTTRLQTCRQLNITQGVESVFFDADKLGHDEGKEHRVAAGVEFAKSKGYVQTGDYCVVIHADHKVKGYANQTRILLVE
#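 Purified LmPK (0.1 nM) with 0.5 mM PEP and 0.1 mM ADP in imidazole buffer pH 7.2 with MgCl2/KCl, 1 h at room temperature. ATP formed was read by luciferase luminescence and normalized to no-enzyme and uninhibited controls.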
# TbPYK inhibitor = blocks Trypanosoma brucei pyruvate kinase | TbPYK enzyme, Kinase-Glo Plus ATP luminescence, 45 min | Potency, µM (highest dose often 76.8 µM), for the others: at the top dose activity, negative = inhibition, most hits filed as inhibitors | 410,000 compounds, 0.12% hits | AID 624173; further: potency means the concentration at half of the fitted maximal effect; on the % scale 0 is the no-effect control and ±100 the full control effect; nearly all actives have a fitted effect of over 50% in size
#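 TbPYK + substrate in 50 mM TEA pH 7.2, 100 mM KCl, 10 mM MgCl2, 0.05% BSA, 0.01% Tween-20; cpd pinned; ADP 130 uM final; 45 min RT; Kinase-Glo Plus 10 min; luminescence endpoint.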
# CHX counter = counter-screen hit for Shiga toxin inhibitors, cycloheximide; cell reporter, cycloheximide protein synthesis inhibition counterscreen; max response, %; 300,000 compounds, 12% hits; AID 2314; in the data active means max response mostly above about 13%, no sharp cut-off; inactive means mostly below about 14%; further: read at 38.3 µM for the half of the compounds with a filed dose; 0% is about no effect
# Shiga toxin inh = blocks Shiga toxin action in Vero cells; Vero cells, Shiga toxin protein synthesis inhibition reporter; inhibition, % at 38.7 µM; 290,000 compounds, 9.2% hits; in the data active means inhibition mostly above about 28%, no sharp cut-off; inactive means mostly below about 43%; further: 0% is about no effect
# * marks the source's active call; other numbers are inactive results; ? = inconclusive; nt = not tested or not shown; & = joins results of further samples; ! = repeats disagree; [ ] = dose if it differs, or a comment. Unless noted, the call rests on the fitted dose curve; in most records, active means well fitted curve in the direction sought with a large enough effect; inconclusive means small, poorly fitted or top-dose-only effect, or another doubt; inactive means no such curve, though single readings can be large; an effect the other way counts as inactive or inconclusive. Not a hit list; overall some 24% were active at least once.
SMILES,HCV inh,Pf growth 96h,Pf growth 48h,LmPK inhibitor,TbPYK inhibitor,CHX counter,Shiga toxin inh
COc1cc(C(=O)NNC(=O)c2cc(S(=O)(=O)N(C)C)ccc2N2CCCC2)cc(OC)c1OC,-29%,?,?,nt,2%,nt,nt
O=C(NCCCN1CCOCC1)c1ccc2c(c1)N(Cc1ccccc1F)C(=O)c1ccccc1S2=O (configuration not stated),-13%,15µM*,-24%,-4%,10%,-8,-8
CC(=O)N(Cc1cccs1)Cc1cc2ccc(C)c(C)c2nc1Cl,?,-16%,?,-3%,-4%,11,26
COc1cc(C2C(C(=O)c3ccc(C)o3)=C(O)C(=O)N2Cc2ccccc2)ccc1O (configuration not stated),?,57%[activator],-4%,nt,-3%,nt,nt
CC(C)[C@H](NC(=O)C1CCN(S(=O)(=O)c2ccc(F)cc2)CC1)C(=O)N1CCCCCC1,5%,?,?,5%,-11%,-1,1
CC(C)N1CC(C(=O)Nc2ccc(Cl)c(Cl)c2)CC1=O (configuration not stated),-4%,?,-20%,6%,-2%,-1,nt
Cc1ccc(S(=O)(=O)Nc2nc(C)cc(N/N=C/c3ccc(O)cc3)n2)cc1,22%,98%[activator],29%,4%,7%,-2,9
CC1Cc2cc(S(=O)(=O)NCCC(=O)NCc3ccc(F)cc3)ccc2N1C(=O)C1CC1 (configuration not stated),-1%,?,?,3%,6%,12,-3
CCOc1ccc(OCC)c(S(=O)(=O)NCc2ccccc2)c1,1%,-17%,-2%,1%,-7%,-1,3
CCCOC(=O)c1ccc(NC(=O)c2c(Cl)ccc(Cl)c2OC)cc1,?,24%,2%,0%,6%,-2,-3
COc1cc(NC(=O)COc2cccc3c2OC(C)(C)C3)cc(OC)c1OC,?,?,?,nt,4%,nt,nt
Cc1ccc(C)c(NC(=O)CSc2nnc3n2CCCCC3)c1,-3%,5%,6%,1%,-3%,-2,-4
CCCNC(=O)CS(=O)(=O)Cc1nc(-c2ccccc2C)oc1C,?,?,11%,-4%,-2%,-2,15
O=C(CN1C(=O)c2ccccc2S1(=O)=O)NCc1cccs1,19%,54%[activator],25%,-12%,-2%,8,-15
COc1cc(/C=N/NC(=O)c2cccnc2)ccc1OS(=O)(=O)c1cc(C)ccc1C,?,?,?,0%,2%,17*,6
CN1CCN(c2oc(-c3ccco3)nc2S(=O)(=O)c2ccccc2)CC1,14%,?,-14%,-3%,1%,-4,-9
CCOc1ccc(-c2cccc(NS(=O)(=O)c3cc([N+](=O)[O-])ccc3C)c2)nn1,2%,47%[activator],6%,nt,-1%,nt,nt
CC1Cc2ccccc2N1CC(=O)Nc1ccc(Cl)c(S(=O)(=O)N(C)C)c1 (configuration not stated),-17%,-54%,9.3µM*,1%,7%,-3,-1
COc1cc(C(C(=O)NC2CCCC2)N(C(=O)c2ccco2)c2ccccc2C(C)=O)cc(OC)c1OC (configuration not stated),-4%,-74%,0%,0%,-14%,4,-3
CCOc1ccc(C(O)c2nccn2Cc2ccccc2)cc1 (configuration not stated),22%,?,14%,3%,0%,-2,-7
CCc1ccccc1NC(=O)C1NC(=O)CC1c1ccccc1 (configuration not stated),-4%,-28%,nt,1%,-2%,-6,-10
Cc1ccc2c(c1)C1CN(C)CCC1N2C(=O)c1ccccc1NS(=O)(=O)c1ccc(F)cc1 (configuration not stated),18%,?,?,1%,-4%,-5,-14
CCOC(=O)N1CCN(C(=O)c2cc(S(=O)(=O)N3CCCC3)cn2C)CC1,6%,-1%,48%[activator],1%,0%,3,-7
CC1(C)OC[C@@H]2O[C@@]3(C(=O)O)OC(C)(C)O[C@@H]3[C@@H]2O1,nt,-13%,4%,nt,3%,nt,nt
CC(C)(C)C(=O)NC1CCN(S(=O)(=O)c2ccccc2F)CC1,18%,-22%,-7%,1%,-3%,-2,15

# Nothing new here: entries from further up.
SMILES,HCV inh,Pf growth 96h,Pf growth 48h,LmPK inhibitor,TbPYK inhibitor,CHX counter,Shiga toxin inh
CN1CCN(c2oc(-c3ccco3)nc2S(=O)(=O)c2ccccc2)CC1,14%,?,-14%,-3%,1%,-4,-9
CCOc1ccc(-c2cccc(NS(=O)(=O)c3cc([N+](=O)[O-])ccc3C)c2)nn1,2%,47%[activator],6%,nt,-1%,nt,nt
CC1Cc2ccccc2N1CC(=O)Nc1ccc(Cl)c(S(=O)(=O)N(C)C)c1 (configuration not stated),-17%,-54%,9.3µM*,1%,7%,-3,-1
COc1cc(C(C(=O)NC2CCCC2)N(C(=O)c2ccco2)c2ccccc2C(C)=O)cc(OC)c1OC (configuration not stated),-4%,-74%,0%,0%,-14%,4,-3
CCOc1ccc(C(O)c2nccn2Cc2ccccc2)cc1 (configuration not stated),22%,?,14%,3%,0%,-2,-7
CCc1ccccc1NC(=O)C1NC(=O)CC1c1ccccc1 (configuration not stated),-4%,-28%,nt,1%,-2%,-6,-10
Cc1ccc2c(c1)C1CN(C)CCC1N2C(=O)c1ccccc1NS(=O)(=O)c1ccc(F)cc1 (configuration not stated),18%,?,?,1%,-4%,-5,-14
CCOC(=O)N1CCN(C(=O)c2cc(S(=O)(=O)N3CCCC3)cn2C)CC1,6%,-1%,48%[activator],1%,0%,3,-7
CC1(C)OC[C@@H]2O[C@@]3(C(=O)O)OC(C)(C)O[C@@H]3[C@@H]2O1,nt,-13%,4%,nt,3%,nt,nt
CC(C)(C)C(=O)NC1CCN(S(=O)(=O)c2ccccc2F)CC1,18%,-22%,-7%,1%,-3%,-2,15

# The list goes on.
SMILES,HCV inh,Pf growth 96h,Pf growth 48h,LmPK inhibitor,TbPYK inhibitor,CHX counter,Shiga toxin inh
CC(C)CN(CC(C)C)C(=O)C12CCC(C)(C(=O)C1)C2(C)C (configuration not stated),1%,35%[activator],-5%,-1%,-7%,1,-3
Cc1ccc(S(=O)(=O)N2CC2(C)CCl)cc1 (configuration not stated),?,?,-13%,0%,5%,-1,-4
CCCN1CCC(NC2CCC(O)CC2)CC1 (configuration not stated),-11%,0%,96%[activator],0%,0%,-3,10
CN(C)C(=O)Oc1ccc(OC(=O)c2ccccc2)cc1,-43%,10%,10%,13µM*,?,39*,20*
O=c1cc(O)c2sc3nc4c(c(C(F)(F)F)c3c2[nH]1)CCCCC4,8%,3%,2.1µM*,?,-15%,-2,-2
COc1ccc(NC(=O)C2CCN(C(=O)NCc3ccccc3)CC2)cc1,0%,8%,-21%,0%,-1%,-2,-4
Cc1cc(C(=O)CN(Cc2ccc(F)cc2)S(=O)(=O)c2ccc3c(c2)OCCO3)c(C)n1C,-27%,-6%,20%,1%,nt,1,21
O=C(C[N+]1(CC#Cc2ccccc2)CCCCC1)c1ccccc1,9%,?,9.3µM*,-3%,3%,3,13
Cc1ccc(OCC(=O)Nc2ccc3c(c2)nc(CCN2CCN(C)CC2)n3C)cc1,-17%,?,?,1%,32%[activator],-2,-9
CC1=C/C(=N\N=C2\NC(=O)C(CC(=O)Nc3ccccc3F)S2)CC(C)(C)C1 (configuration not stated),7%,0%,-16%,-15%,-1%,-2,-16
CC(C)COC(=O)/C(C#N)=C/c1cn(Cc2ccccc2)c2ccccc12,1%,?,?,0%,-4%,-1,-3
O=C(NNC(=O)C12CC3CC(CC(Cl)(C3)C1)C2)c1ccncc1,23%,53%[activator],35%[activator],nt,1%,nt,nt
O=C(O)CC1(CC(=O)NCc2ccc(C(F)(F)F)cc2)CCCCC1,19%,21%,0%,3%,-3%,-4,-2
Cc1cc2c(c(SCC(=O)Nc3ccc(C)c(C)c3)n1)C(=O)OC2,?,-23%,69%[activator],9%,-2%,2,2
CC1(C)Cc2ccccc2C2=NNC(=O)C2=N1,?,15%,?,-2%,-1%,9,33
COc1ccc(NC(=O)Nc2cccc([N+](=O)[O-])c2)cc1Cl,?,26%,6.6µM*,-1%,-14%,30*,27
O=C(CSc1nnc2c(Cl)cc(C(F)(F)F)cn12)NCc1ccc(F)cc1,15%,8.3µM*,?,1%,-1%,4,21
Cn1ccc(NC(=O)c2ccc([N+](=O)[O-])cc2)n1,0%,24%,-1%,nt,1%,nt,nt
COc1ccc(C(=O)/C=C/c2ccc(O)cc2)c(O)c1CC=C(C)C,5%[8.37 µM],?,3%,2%,3%,-3,-11
Cc1cccc(NS(=O)(=O)c2cc(NC(=O)CC(=O)c3ccc([N+](=O)[O-])cc3)ccc2C)c1,nt,-15%,?,0%,nt,-3,23
O=C1NC(=O)C2C3C=CC(C3)C12 (configuration not stated),nt,-10%,-5%,nt,-7%,nt,nt
COC(=O)C1=CN(Cc2ccc(OC)cc2)C=C(C(=O)OC)C1c1ccc(O)c(OC)c1,-16%,?,?,2%,-17%,-4,-14
COc1ccc(C(=O)CCc2ccccc2O)c(OC)c1,-1%,47%[activator],117%[activator],2%,5%,33*,nt
CC(C)OC(=O)CSc1nnc(-c2ccco2)n1N,40%[activator],21%,6%,-8%,-5%,-6,1
CN(C)c1ccnc(N(Cc2ccccc2)Cc2ccccc2)c1C#N,?,nt,?,13%,-9%,29*,50*

# (further entries)
SMILES,HCV inh,Pf growth 96h,Pf growth 48h,LmPK inhibitor,TbPYK inhibitor,CHX counter,Shiga toxin inh
CC(=O)NCCc1c[nH]c2ccccc12,0%,13%,13%,-13%,1%,-1,0
Cc1ccc(C(=O)NCCN2CCNC2=O)cc1,12%,24%,41%[activator],4%,0%,28*,58*
O=C(C1CCN(S(=O)(=O)c2cccc3nsnc23)CC1)N1CCN(c2ccccc2F)CC1,-5%,2.6µM*,-3%,1%,-3%,-4,-11
c1ccc(NCc2nnc3n2CCCCC3)cc1,-5%,10%,26%,2%,-2%,-3,28
Cc1ccc2c(CC(=O)Nc3ccc(F)c(S(=O)(=O)N4CCOCC4)c3)coc2c1,?,?,?,nt,-3%,nt,nt
Cc1onc(-c2c(Cl)cccc2Cl)c1C(=O)Nc1ccc2c(c1)OCO2,-16%,?,?,-1%,-4%,-1,24
O=C(Nc1nnc(-c2ccc3c(c2)OCCO3)o1)c1ccc(Cc2ccccc2)cc1,14%,36%[activator],nt,10%,1%,-6,-19
CC1(C(=O)Oc2ccccc2)Cc2ccccc2C(=O)O1 (configuration not stated),-1%,-28%[5.75 µM],0%,-1%,-3%,2,14
CCOC(=O)[C@H](CCc1ccccc1)N[C@@H](C)C(=O)N1CCC[C@H]1C(=O)O,?,6µM*!,-26%&5%&-5%,-5%,-2%&-6%&3%,-1&-3,-18&-5
O=C(NNC(=O)c1nn(-c2ccc(F)cc2)ccc1=O)c1ccc(Cl)cc1,5%,?,8%,-2%,-10%,-1,-1
C=C(C)[C@@H]1C2C(=O)O[C@H]1[C@H]1OC(=O)[C@@]34OC3C[C@]2(O)[C@@]14C (some centres not stated),1%,4%,?,nt,1%,nt,nt
